Source: PubChem BioAssay (National Center for Advancing Translational Sciences (NCATS))
GLS inh: inhibitors of human glutaminase (GLS); Potency, µM (highest dose often 45.5 µM), for the others: at the highest dose activity change, negative = inhibition, hits mostly inhibitors; GLS enzymatic activity, qHTS titration; hit rate 0.21% among 410,000; further: potency means the concentration at half of the fitted maximal effect; on the % scale 0 is the no-effect control and ±100 the full control effect
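Assay buffer: 45 mM KH2PO4 pH 8.2, 0.02% Tween-20. hKGA acts on L-glutamine (1 mM solution added); product glutamate is reported by an oxidase/peroxidase Amplex Red coupling, with fluorescence taken at baseline and 30 min.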
PGK inhibitor: blocks T. brucei phosphoglycerate kinase; P07378; PGK/GAPDH coupled, Kinase-Glo luminescence, 60 min; Potency, µM (titrated, usually from 57.5 µM), for inactives: top-dose activity change, negative = inhibition, hits mostly inhibitors; hit rate 0.043% among 380,000; AID 602233; further: potency means the concentration at half of the fitted maximal effect; on the % scale 0 is the no-effect control and ±100 the full control effect; nearly all actives have a fitted effect of over 60% in size
Target sequence (P07378 whole entry, looked up): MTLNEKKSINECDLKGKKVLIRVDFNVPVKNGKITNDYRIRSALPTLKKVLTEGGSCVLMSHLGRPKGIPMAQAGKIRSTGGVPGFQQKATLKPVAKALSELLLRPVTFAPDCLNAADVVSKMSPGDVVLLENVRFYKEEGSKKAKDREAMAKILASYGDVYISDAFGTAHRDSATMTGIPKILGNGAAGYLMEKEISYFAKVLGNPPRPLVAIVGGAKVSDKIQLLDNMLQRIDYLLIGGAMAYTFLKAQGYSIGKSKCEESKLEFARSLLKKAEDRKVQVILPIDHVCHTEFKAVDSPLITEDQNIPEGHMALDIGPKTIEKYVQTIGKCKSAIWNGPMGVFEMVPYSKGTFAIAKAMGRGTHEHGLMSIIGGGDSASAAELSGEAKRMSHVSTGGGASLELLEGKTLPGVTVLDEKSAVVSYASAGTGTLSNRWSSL
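Recombinant glycosomal PGK reaction used 1,3-bisphosphoglycerate generated in-well by GAPDH (100nM final) in 100mM TEA pH 7.6, 5mM MgCl2, 0.01% Tween-20. After 60 minutes at room temperature, ATP was read by Kinase-Glo Plus luminescence end-point.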
rTrxR1 inhibitor: blocks rat thioredoxin reductase 1 | AID 588453 | Potency, µM (titrated, usually from 114 µM), for the others: top-dose activity change, negative = inhibition, usual class: inhibitors | O89049 | hit rate 1% among 390,000 | recombinant rTrxR1, NADPH fluorescence consumption, selenite substrate; further: potency means the concentration at half of the fitted maximal effect; on the % scale 0 is the no-effect control and ±100 the full control effect; nearly all actives have a fitted effect of over 65% in size
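Rat TrxR1 (90 nM in the dispensed reagent) was pre-reduced with 400 uM NADPH for 5 min at room temperature, then incubated with compound for 15 min. After 400 uM selenite was added, NADPH fluorescence (Ex 340/Em 450 nm) was followed for 8 min.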
PI4K2A block: blocks human PI4K2A kinase activity; hit rate 0.13% among 420,000; activity change, negative = inhibition, % at 76.9 µM; purified PI4K2A, ADP-Glo luminescence, 1 h; hits give low values; AID 1346378; Q9BTU6; in the data active means activity change below about -50%; inconclusive means mostly about -30% to -49%;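 further: -100% = wells without enzyme as full effect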
Target sequence (Q9BTU6 whole entry, looked up): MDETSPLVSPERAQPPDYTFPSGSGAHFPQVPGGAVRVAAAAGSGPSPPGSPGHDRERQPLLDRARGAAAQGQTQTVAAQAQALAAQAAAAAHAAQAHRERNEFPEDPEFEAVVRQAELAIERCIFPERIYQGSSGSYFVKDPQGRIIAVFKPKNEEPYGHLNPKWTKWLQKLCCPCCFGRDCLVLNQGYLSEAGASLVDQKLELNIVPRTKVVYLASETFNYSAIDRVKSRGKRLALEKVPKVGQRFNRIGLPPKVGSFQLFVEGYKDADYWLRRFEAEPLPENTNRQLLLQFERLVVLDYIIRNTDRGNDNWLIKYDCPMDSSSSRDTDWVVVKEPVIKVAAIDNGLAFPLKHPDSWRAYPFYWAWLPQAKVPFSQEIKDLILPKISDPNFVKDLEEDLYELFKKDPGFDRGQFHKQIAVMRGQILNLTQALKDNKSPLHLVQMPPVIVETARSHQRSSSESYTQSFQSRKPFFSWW
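Compounds are screened against recombinant PI4K2A using PI as substrate and ATP, the latter dispensed at 300 microM. Reactions run one hour at ambient temperature before ADP-Glo detection; full inhibition defined by wells lacking enzyme.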
TrxR1 substrate: rat thioredoxin reductase 1 substrate activity. O89049. purified TrxR1 substrate turnover, NADPH consumption readout. AID 588456. hit rate 0.01% among 390,000. Potency, µM (top dose mostly 114 µM), without a hit: at the highest dose activity change, negative = substrate turnover; further: potency means the concentration at half of the fitted maximal effect; on the % scale 0 is the no-effect control and ±100 the full control effect; nearly all actives have a fitted effect of over 50% in size
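Rat TrxR1, dispensed at 90 nM, was prereduced with 400 uM NADPH (final) for 5 min at ~22 deg C, then incubated with compound 15 min before 400 uM selenite. A first-read NADPH fluorescence drop versus no-compound background flagged substrates.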
USP1-UAF1 inh: inhibitors of human USP1/UAF1 deubiquitinase; recombinant USP1/UAF1, Ub-Rhodamine cleavage fluorescence; Potency, µM (series often up to 57.1 µM), inactives show top-dose activity change, negative = inhibition, usual class: inhibitors; hit rate 0.23% among 390,000; further: potency means the concentration at half of the fitted maximal effect; on the % scale 0 is the no-effect control and ±100 the full control effect; nearly all actives have a fitted effect of over 60% in size; inactives centre near -12
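In this screen, compounds sit with the deubiquitinase complex (1nM) for 15 min at room temperature before Ub-Rho is added at 150nM final. Fluorescence rise is then followed for 6 reads every 60 seconds.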
IDH1 R132H inh: human IDH1 R132H inhibition. O75874. hit rate 0.093% among 390,000. Potency, µM (top dose mostly 76.6 µM), inactives show at the highest dose activity change, negative = inhibition, usual class: inhibitors. IDH1-R132H enzyme, NADPH consumption, diaphorase/resazurin fluorescence; further: potency means the concentration at half of the fitted maximal effect; on the % scale 0 is the no-effect control and ±100 the full control effect; nearly all actives have a fitted effect of over 65% in size
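IDH1-R132H (0.5 ug/mL dispensed) in pH 7.5 Tris buffer was preincubated 30 min with compound, then given a substrate mix of 0.016 mM NADPH and 2 mM alpha-KG for 80 min at room temperature; remaining NADPH was read by diaphorase/resazurin fluorescence.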
Pin1 inhibitor: human Pin1 inhibition; Q13526; Pin1 FP peptide displacement, HiFluor488, 10 min; Potency, µM (highest dose often 115 µM), without a hit: at the highest dose activity, negative = inhibition, hits mostly inhibitors; hit rate 0.009% among 390,000; active means well fitted inhibition curve with a large enough effect in the polarisation, with a control signal flat, not every such curve was filed as active; inconclusive means small, poorly fitted or top-dose-only effect, or effect the other way, or a change in a side signal; inactive means no such curve, though single readings can be large or run the other way; the % refers to the polarisation; further: potency means the concentration at half of the fitted maximal effect; on the % scale 0 is the no-effect control and ±100 the full control effect
HP1b chromo inh: HP1-beta chromodomain-methylated histone interaction inhibition; P83916; AlphaScreen HP1-beta / biotin-H3K9me3 peptide binding; Potency, µM (series often up to 114 µM), for the others: at the highest dose activity change, negative = inhibition, most hits filed as inhibitors; hit rate 0.56% among 390,000; further: potency means the concentration at half of the fitted maximal effect; nearly all actives have a fitted effect of over 70% in size; inactives centre near 23
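AlphaScreen: HP1-beta (50 nM) preformed 30 min with biotin-H3(1-18)K9me3 peptide (50 nM) in PBS pH 7.4, 0.01% Tween-20. Compound added for 30 min at RT, then streptavidin donor/nickel chelate acceptor beads (10 ug/mL) for 30 min.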
The depositor's hits bear a star; i = inactive; ? = inconclusive; · = not tested or not shown; & = joins results of further samples; [ ] = dose if it differs, or a comment. Unless noted, the call rests on the fitted dose curve; in most records, active means well fitted curve in the direction sought with a large enough effect; inconclusive means small, poorly fitted or top-dose-only effect, or another doubt; inactive means no such curve, though single readings can be large; an effect the other way counts as inactive or inconclusive. These rows are one share of the data, so the mix of outcomes need not match the whole.

GLS inh	PGK inhibitor	Molecule	rTrxR1 inhibitor	PI4K2A block	TrxR1 substrate	USP1-UAF1 inh	IDH1 R132H inh	Pin1 inhibitor	HP1b chromo inh
0%	1%	Cc1ccc(S(=O)(=O)c2nc(S(C)(=O)=O)sc2N2CCCC2)cc1	-7%	1	-3%	-25%	-4%	-2%	42%[activator]
0%	9%	CCS(=O)(=O)N1CCC(C(=O)Nc2cccc(F)c2)CC1	15%	1	-4%	-22%	-10%	-8%	51%[activator]
1%	5%	COc1cccc(/C=C2\C(=O)N(c3cccc(C)c3)C(=O)c3ccccc32)c1	?	-7	-5%	?	1%	0%	-14%
-2%	-8%	O=C(CSc1nnc2ccccn12)c1ccc2c(c1)OCCO2	-56%	5	-8%	-4%	3%	-4%	49%
10%	0%	CN(C)CCCN(C(=O)c1ccc(S(=O)(=O)N2CCCCCC2)cc1)c1nc2ccc(Br)cc2s1	29%	0	-2%	-2%	-4%	-5%	-13%
10%	-1%	COc1ccc(NC(=O)C[C@H]2C(=O)N(CCc3ccccc3)C[C@@H]2C)cc1	·	-5	·	-1%	0%	·	·
1%	-7%	NS(=O)(=O)c1ccc(CCNC(=O)c2ccc(Cl)c(S(=O)(=O)N3CCCCCC3)c2)cc1	-9%	-5	-10%	-23%	1%	1%	23%
0%	·	O=C(CCn1[nH]c(=O)c2ccccc2c1=O)NCCO	21%[57.1 µM]	-4	7%	-5%	6%	-6%	7%
2%	6%	CCOC(=O)CN1C(=O)C(C)(C)Oc2ccc(C(=O)NC(C)(C)CC)cc21	18%	9	5%[57.1 µM]	-6%	0%	-5%	22%
1%	3%	CCCC(=O)C1=C(O)C(C(=O)OC)C(C)(C)CC1=Nc1cccc([N+](=O)[O-])c1 (centres undefined)	-15%	2	-11%	4%	0%	4%	8%
-2%	9%	COc1ccc(C(=O)NCCS(=O)(=O)N2CCc3ccccc3C2)c(OC)c1	4%[57.1 µM]	0	4%[57.1 µM]	-19%	-8%	-5%	25%
-4%	-5%	O=C(c1ccco1)N1CCN(Cc2c(F)cccc2Cl)CC1	-28%	-2	-7%	-11%	-5%	0%	13%
-4%	-15%	Cc1c(C(=O)NCc2ccc(Cl)cc2)sc2nc3n(c(=O)c12)CCCCC3	?	-3	-8%	-29%	-2%	1%	37%
-7%	i	Cc1cc(O)cc(=O)n1CCc1ccccc1	27%	3	10%	-22%	14%	1%	45%[activator]
8%	2%	Oc1ccc(-c2n[nH]c(=S)n2-c2ccc3c(c2)OCCO3)c(O)c1	?	-8	-1%	-12%	3%	-1%	7%
7%	8%	CCOC(=O)c1sc2ccccc2c1S(=O)(=O)N1CCN(c2ccccc2)CC1	14%[57.1 µM]	-4	-4%[57.1 µM]	-19%	4%	5%	38%
0%	-7%	O=C(OCC(=O)c1c[nH]c2ccccc12)c1ccco1	4%[57.1 µM]	-8	2%[57.1 µM]	5%	-3%	6%	4%
10%	·	Cc1csc(NC(=O)c2cccn2C)n1	10%	-19	1%	-4%	5%	-3%	-8%
-1%	-3%	CSc1nc(C)c2c(c1C#N)CCCC2	-10%	2	-14%	-10%	-1%	-3%	89%[activator]
0%	0%	COc1cc(CSC)nc(-c2ccccc2)n1	-5%[57.1 µM]	2	-2%[57.1 µM]	-10%	-2%	-1%	24%
2%	-5%	COc1ccccc1OCC(=O)Nc1sc2c(c1C(N)=O)CCC2	-19%	-11	1%	-8%	-3%	?	11%
-7%	0%	NCCCC(=O)N1c2ccccc2Sc2ccccc21	20%	-3	5%	?	7%	-1%	10%
2%	5%	NS(=O)(=O)c1ccc(CCNC(=O)c2cccc([N+](=O)[O-])c2)cc1	19%	5	3%	-8%	-8%	-8%	33%
0%	-12%	NNc1nc2c(-c3ccc(F)cc3)nnn2c2ccccc12	10%	-4	-1%	-2%	1%	?	55%[activator]
3%	-2%	Cc1cc(N2CCC(C)CC2)n2nc(C)c(-c3ccccc3)c2n1	6%	5	14%	-2%	7%	1%	109%[activator]
0%	-9%	FC(F)(F)c1nnc(-c2ccccc2)nc1Sc1ccc(Cl)cc1	?	-2	-6%	?	6%	-5%	35%[activator]
6%	-2%	CCC/C(=C1/c2ccccc2C(=O)N1c1ccccc1)c1ccc(O[C@@H]2CCCCO2)cc1	9%	-2	4%	-23%	-12%	?	47%[activator]
-9%	-9%	Cc1ccc(CCNC(=O)c2cc(C)nc3c2c(C)nn3-c2ccc(C)cc2)cc1	26%	-2	59%[activator]	?	-6%	-9%	16%
-1%	i	O=C(CNS(=O)(=O)c1ccccc1)NCC(=O)OCc1ccc(Cl)cc1	17%	-5	6%	-21%	-9%	-5%	41%[activator]
6%	-6%	CCN1C(=O)CSc2ccc(C(=O)NC3CCCCC3)cc21	25%	1	3%	2%	5%	22%	19%
-7%	-1%	O=C(Nc1ccnn1C1CCN(Cc2ccccc2OC(F)F)CC1)c1cccc(F)c1	-2%	9	-1%	-26%	-3%	0%	16%
0%	-3%	CC(OC(=O)c1cc(Br)ccc1O)C(=O)NC1(C#N)CCCCC1 (centres undefined)	-3%	-1	1%	-7%	8%	3%	24%
1%	-5%	CCn1cc(CN2CCC(C(=O)Nc3cccc(-c4cccc(OC)c4)c3)CC2)cn1	-9%	-3	-5%	-6%	3%	2%	27%
5%	4%	COC(=O)C(NS(=O)(=O)c1ccccc1Br)C(C)C (centres undefined)	13%&7%	-4	0%&-6%	-5%	-2%[38.3 µM]	-5%&4%	35%&28%
4%	8%	Cc1cccc(-n2nnnc2SCC(=O)NC2CCCC2)c1	-24%	-5	-12%	1%	-8%	1%	1%
9%	1%	O=C(Nc1ccc2ccccc2c1)c1ccc(NS(=O)(=O)c2ccc(Br)s2)cc1	-8%	2	-4%	-7%	-2%	2%	17%
0%	3%	Cc1ccccc1C1CC(=O)NC2=C1C(=O)CCC2 (centres undefined)	-15%	8	8%[57.1 µM]	7%	0%	-1%	24%
1%	-3%	Cc1ccn2c(=O)c(NC(=O)c3cccc4ccccc34)c(C)nc2c1	-16%	4	-14%	-7%	4%	-13%	22%
3%	-6%	COc1cc(C(=O)OC(C)C(=O)Nc2ccc3c(c2)OCCO3)cc(OC)c1OC (centres undefined)	-1%	1	-1%	-24%	10%	-5%	20%
-17%	-2%	CCOC(=O)c1ccc(NC(=O)CSc2nnc(-c3ccncc3)n2C)cc1	-14%	1	-7%	-26%	8%	12%	57%[activator]
4%	i	COc1cnc(-c2ccccn2)nc1Oc1ccccc1	19%[57.1 µM]	-12	-2%[57.1 µM]	-9%	12%	3%	45%[activator]
6%	i	Cc1nnc(SCC(=O)N2CCCC2)n1-c1ccc(F)cc1	29%[57.1 µM]	1	-14%[57.1 µM]	-1%	5%	-10%	34%
-11%	-2%	COc1ccc(S(=O)(=O)c2cnc3ccccc3n2)cc1	?	6	-1%	-19%	-7%	3%	45%[activator]
5%&4%	-10%&-9%	Cc1ccc(NS(=O)(=O)c2ccc(-n3cccn3)cc2)cc1Cl	19%	-2&-1	-3%	-21%&-21%	-2%&2%	10%	23%
2%	-1%	Cn1c(=O)c(NC2CCCCC2)c2c3c(cccc31)C(=O)c1ccccc1-2	1%	-6	-8%	-7%	?	?	61%[activator]
-14%	-5%	S=C1NCN(Cc2cccnc2)CN1c1cccc2ccccc12	6%[57.1 µM]	2	-5%[57.1 µM]	-7%	7%	4%	25%
15%	-3%	O=C(c1cc2cc(Br)ccc2o1)N1CCCC1	11%	-2	-1%	-22%	3%	-1%	-13%
29%	-9%	Cc1ccccc1OC(=O)Cn1c(C(F)(F)F)nc2ccccc21	5%[57.1 µM]	3	6%[57.1 µM]	-9%	-2%	1%	9%
-2%	i	C[C@H](CO)N1C[C@H](C)[C@H](CN(C)S(=O)(=O)c2ccccc2)Oc2ccc(NC(=O)NC3CCCCC3)cc2CC1=O	-22%[57.1 µM]	5	-4%[57.1 µM]	-6%	-10%	23%	14%
2%	-8%	Cc1ccc(-n2nnnc2-c2cnc(N3CCCC3)nc2C(F)(F)F)cc1	9%[57.1 µM]	6	-1%[57.1 µM]	-13%	6%	1%	92%[activator]
-16%	-3%	CCCOc1ccc(/C=c2\sc3ncnn3c2=O)cc1	26%[57.1 µM]	82	5%	4%	-1%	8%	13%
1%	3%	O=C(C1=C[C@H](C2CCCCC2)C[C@H](OCCCCO)O1)N1CCN(Cc2ccc3c(c2)OCO3)CC1	8%	-8	-1%	-8%	-1%	?	-4%
